Dengue inhibitors = Dengue virus cytopathic effect inhibitors, cell-based, CPE readout, HTS (AID 540333); Dengue virus CPE inhibition in host cells; stronger effect = higher value; CPE inhibition, % at 20 µM; 10,000 tested, 3.1% active; in the data active means CPE inhibition mostly above about 9.1%, no sharp cut-off; inactive means mostly below about 7.2%
The depositor's hits bear a star; i = inactive.

SMILES	Dengue inhibitors
CCN(CC)C(=O)C(C)OC(=O)COc1ccc(Cl)cc1Cl (stereo not given)	i
COc1ccc(CCN=C(N)NS(=O)(=O)c2ccc(C)cc2)cc1	i
Cc1ccc(-c2nc(-c3cccnc3)sc2CC(=O)Nc2ccc3nc(C)sc3c2)cc1	8.0
N=c1scc(-c2ccccc2)n1/N=C/c1ccco1	0.7
COc1ccc(NC2=C(c3ccc(OC)cc3)C(=O)c3ccccc32)cc1	i
Cc1ccc(S(=O)(=O)Nc2ccc(NC(=O)Nc3ccc(F)cc3F)cc2)cc1	10.3
CCOc1cc(NS(=O)(=O)c2ccc(NC(C)=O)cc2)c(OCC)cc1NC(=O)c1cccs1	0.9
COc1ccc(CCNC(=O)C(=O)NCC2OCCN2S(=O)(=O)c2ccc(Br)cc2)cc1OC (stereo not given)	i
Cc1ccc(NC(=O)c2cn(CCC#N)nc2-c2cccs2)c([N+](=O)[O-])c1	0.5
CCc1c(C(=O)NNC(=S)NCc2ccccc2)csc1C	0.1
CC(C)CC(=O)NC(Nc1ccc([N+](=O)[O-])cc1)C(Cl)(Cl)Cl (stereo not given)	6.3
CCOC(=O)c1c(-n2cccc2)sc2c1CCCC2=O	0.4
COc1ccc(-c2c(C)[nH]n3c(=O)c(Cc4ccccc4)c(C)nc23)cc1	2.6
COc1ccccc1/C=C/C=N/n1c(C2CCCCC2)n[nH]c1=S	6.2
COc1ccc(CC(=O)N(c2ccccc2)c2nc(C)cs2)cc1	i
O=C(O)CCC(=O)OCc1c(-c2ccccc2)ncc2ccccc12	1.2
Cc1ccc(C)c(OCCn2cc(/C=C(/C#N)C(=O)NCC3CCCO3)c3ccccc32)c1 (stereo not given)	6.1
Cc1ccc(C(=O)Nc2ccc(F)cc2)o1	1.7
S=c1[nH]cnc2scc(-c3ccccc3)c12	i
CC(/C=C/c1ccc(N(C)C)cc1)=N\N=C1\NC(=O)CC(C(=O)Nc2ccccc2)S1 (stereo not given)	2.6
COc1ccccc1-c1c(C(F)(F)F)oc2cc(OCC(=O)Nc3ccccc3C(F)(F)F)ccc2c1=O	0.6
Cc1cccc(NC(=O)/C=C/c2ccc3c(c2)OCO3)n1	i
CCOc1cc(C(=O)N/N=C(\C)Cc2ccc(OC)cc2)cc(OCC)c1OCC	i
COc1ccc(-c2c(C#Cc3ccccc3)c3ccccc3n2C)cc1	10.7
O=C(/C(=C\c1ccccc1)c1nc2ccccc2[nH]1)c1ccc(Cl)cc1	i
COc1ccc(N(C)S(=O)(=O)c2cccc(C(=O)OCC(=O)Nc3sc4c(c3C#N)CCCCC4)c2)cc1	0.1
Cc1ccccc1NC(=O)COC(=O)CNC(=O)c1sc2ccccc2c1Cl	i
CC(C)C(=O)NC(=S)Nc1ccc(S(=O)(=O)N2CCCC2)cc1	i
Cc1cc(C)cc(NC(=O)C(OC(=O)c2ccc([N+](=O)[O-])o2)c2ccccc2)c1 (stereo not given)	0.4
CCCC(=O)Nc1ccc(C(=O)N/N=C/c2ccc([N+](=O)[O-])o2)cc1	i
O=C(CSCc1ccccc1Br)N/N=C/c1ccc(OCC(=O)N2CCCCC2)cc1	1.5
COc1ccc(Cl)cc1NC(=S)NCCSc1ccc(C)cc1	2.0
COc1ccccc1NS(=O)(=O)c1cc(NC(=O)CNC(=O)c2ccccc2)ccc1C	0.9
O=C(Nc1ccc([N+](=O)[O-])cn1)C1CCCCC1	i
C=CCn1c(SCc2ccc(C(=O)Nc3nccs3)cc2)nnc1-c1ccc(C)c(Cl)c1	0.4
CCOC(=O)c1ccc(NC(=S)N2CCN(Cc3ccccc3)CC2)cc1	0.9
CCOC(=O)c1ccc(N/C(=N\S(=O)(=O)c2ccc(F)cc2F)c2ccccc2)cc1	4.6
COc1ccc(S(=O)(=O)N(C)C[C@H]2Oc3c(NC(=O)CCC(F)(F)F)cccc3C(=O)N([C@H](C)CO)C[C@@H]2C)cc1	i
CCCc1nc2c(c(=O)c3ccccc3n2C)c(=O)n1-c1ccc(F)cc1	1.9
Cc1cc(C)cc(-n2cc[nH]c2=S)c1	0.9
COC(=O)N/N=C(\C)c1ccc(OC(F)F)cc1OC(F)F	1.4
COc1ccc([N+](=O)[O-])cc1NC(=O)c1cn(-c2ccc(C)c(C)c2)c(=O)c2ccccc12	2.4
CCOc1ccccc1N=C1SC(CC(=O)Nc2ccc(OC)cc2OC)C(=O)N1CCC1=CCCCC1 (stereo not given)	1.8
O=C(NC1CC1)C1=C[C@H](c2coc3ccccc3c2=O)C[C@H](OCCCCO)O1	0.7
O=C(c1ccccc1)N1CCN(c2ccc([N+](=O)[O-])c(NCc3cccnc3)c2)CC1	i
O=C1CCC([N+](=O)[O-])C(c2cc3c(cc2Br)OCO3)N1 (stereo not given)	i
CCOC(=O)[C@H]1[C@H]2COc3ccc(Cl)cc3[C@@H]2N2C(=O)c3cc(F)c(F)cc3NC(=O)[C@@]12C	18.0*
CCCC(=O)Nc1ccc(C(=O)N/N=C/c2ccc[nH]2)cc1	0.2
Cc1ccc(/C=N/NC(=O)CSc2nc3ccccc3o2)cc1	i
CCS(=O)(=O)N1Cc2ccccc2CC1C(=O)Nc1nnc(SCc2ccc(C#N)cc2)s1 (stereo not given)	i
CC(NC(=O)c1ccccc1NC(=O)c1ccccc1)C(=O)N1CCOCC1 (stereo not given)	i
CCCNC(=O)c1onc(CS(=O)(=O)c2cccc(OC)c2)c1C(=O)NCCC	i
O=C(Nc1nc(-c2cccs2)cs1)C1=COCCO1	i
Cc1ccc(NC(=O)COC(=O)c2cc(Cl)ccc2[N+](=O)[O-])c(C)c1	2.5
CSc1n[nH]c2nc3c(c(=O)n12)C1(CCCC1)Cc1ccccc1-3	i
Cc1ccc(C)c(OCC(=O)NCC(C)C)c1C	i
CC1CCC2C(=O)N(c3ccc(C(=O)NCc4ccccc4)cc3)C(=O)C2C1 (stereo not given)	i
Cc1ccc(NC(=O)COC(=O)COc2ccc(Cl)cc2)c([N+](=O)[O-])c1	0.5
CC(NC(=O)COC(=O)c1ccc2c(c1)S(=O)(=O)N=C1CCCCCN12)C12CC3CC(CC(C3)C1)C2 (stereo not given)	1.6
CCCCCCN1C=C/C(=C\C=C(C#N)C#N)c2ccccc21	1.4

In a second layout: results already given
compound | Dengue inhibitors
COc1ccc(CCN=C(N)NS(=O)(=O)c2ccc(C)cc2)cc1 | i
Cc1ccc(-c2nc(-c3cccnc3)sc2CC(=O)Nc2ccc3nc(C)sc3c2)cc1 | 8.0
N=c1scc(-c2ccccc2)n1/N=C/c1ccco1 | 0.7
COc1ccc(NC2=C(c3ccc(OC)cc3)C(=O)c3ccccc32)cc1 | i

(further entries)
SMILES	Dengue inhibitors
Cc1cccc(CCNC(=O)CN(C)S(=O)(=O)c2cnc[nH]2)c1	0.1
CC(NC(=O)COC(=O)/C=C/c1ccc([N+](=O)[O-])cc1)c1ccccc1 (stereo not given)	i
Nc1n[nH]c(-c2cccc([N+](=O)[O-])c2)n1	0.5
COCCCNC(=O)c1ccc([N+](=O)[O-])c(Cl)c1	0.1
C=CCNC(=O)c1c(CSc2ccc(Cl)cc2)noc1C(=O)NCc1ccccc1	11.2*
OCCN1CCN(CC(O)COCCOc2ccc(Br)cc2)CC1 (stereo not given)	i
CC12COC3(C(=O)NCCc4ccccc4)CC1CCC32C (stereo not given)	0.2
Nc1ccc(-c2cnc(N)c(C(=O)c3cccnc3)n2)cn1	0.6
COc1cc(C2Nc3ccccc3C(=O)N2c2ccccc2)c(Br)cc1OCC(=O)O (stereo not given)	i
Cc1ccc(-n2c(SCC(=O)Nc3ccc4c5c(cccc35)CC4)nc(O)c(C)c2=O)cc1	1.4
CCn1c(-c2cc(-c3ccccc3OC)nc3ccccc23)n[nH]c1=S	i
CCCCN1CC[C@H]2C=CC[C@@H](C(=O)Nc3ccc(Cl)c(C(F)(F)F)c3)[C@H]2C1=O	0.3
CCOC(=O)c1cccc(NC(=O)c2c(NCc3ccccc3)[nH]c(=O)[nH]c2=O)c1	i
COCCNC(=O)c1c(CSc2ccc(Cl)cc2)noc1C(=O)NCc1ccccc1	0.9
FC(F)(F)c1cccc(NC(=S)NCc2ccccn2)c1	0.3
CCC1=C2CC[C@H]3C(=O)N(CC(=O)OC)C(=O)[C@H]3[C@H]2[C@@]2(C)C(=NCC(=O)OC)OC(=O)N2C1=O	1.1
Cc1c(C(=O)Oc2ccc(F)cc2)sc2ncn(Cc3cccc(F)c3)c(=O)c12	0.5
Cc1cccc(C)c1C(=NCCCN(C)C)c1ccccc1	i
COc1ccc(/C=C/C(=O)Nc2ccc(-n3nncc3-c3ccc(OC)c(OC)c3)cc2)cc1OC	0.1
NS(=O)(=O)c1ccc(NC(=S)NC2CCCC2)cc1	0.5
Cc1ccc(NC(=O)Cc2ccc(-n3cccc3)cc2)c(C)c1	i
CC(OC(=O)c1cc(S(=O)(=O)N(C)c2ccccc2)ccc1Cl)C(=O)Nc1ccc2c(c1)OCCO2 (stereo not given)	i
CCOc1ccc(OCC)c(NC(=O)CSc2nc3cccnc3n2C)c1	i
COc1ccc(/C=C/C(=O)NCCCc2ccccc2)cc1OC	0.3
O=C(O)c1ccc(-n2ccnc2)c([N+](=O)[O-])c1	0.3
O=C(NCCc1c[nH]c2ccccc12)C(=O)NCC1OCCCN1S(=O)(=O)c1ccccc1 (stereo not given)	i
CC(=O)Nc1ccc(/C=C(\C#N)C(=O)NCc2ccccc2)cc1	0.0
O=S1(=O)N=C(N/N=C/C=C/c2ccccc2)c2ccccc21	1.4
CCCCN1C(N)=NC[C@@H]1c1ccccc1	5.4
CC(OC(=O)CCc1nc2ccccc2c(=O)[nH]1)C(=O)c1ccc(C(C)(C)C)cc1 (stereo not given)	i
O=[N+]([O-])c1ccc(N2CCN(S(=O)(=O)c3ccc(Cl)c(Cl)c3)CC2)cc1NCCN1CCOCC1	0.5
Cc1ccccc1-c1ccc(C(=O)NCc2ccccc2)o1	i
COc1ccc(NC(=O)COC(=O)/C=C/c2ccccc2[N+](=O)[O-])cc1OC	i
CN(C)c1cccc2c1C(=O)c1ccccc1C2=O	i
CC(C)CNC(=O)NC(=O)COC(=O)c1cccc(NS(=O)(=O)c2ccc(F)c(F)c2)c1	0.7
O=C(COc1ccc([N+](=O)[O-])cc1Cl)NCCc1ccccc1	1.3
O=C(N/N=C/C=C/c1ccccc1[N+](=O)[O-])c1cccs1	1.6
O=C1C(=Cc2cccs2)C(=O)c2ccccc21	0.5
Cc1ccc(NC(=O)c2ccncc2)cc1[N+](=O)[O-]	0.2
CCN(CC)S(=O)(=O)c1ccc(N/N=C/c2ccc(OC)c(OC)c2OC)nc1	0.3
Cc1ccc(S(=O)(=O)NCCCCCC(=O)Nc2ccccc2)cc1	0.0
O=C(c1ccccc1[N+](=O)[O-])N1CCc2ccccc2C1	0.8
O=C(NC(=S)Nc1ccccn1)c1ccco1	1.3
Cc1cccc(NC(=O)c2ccc([N+](=O)[O-])cc2Cl)n1	i
O=S(=O)(Nc1nccs1)c1cnc(Cl)c(Br)c1	0.1
Cc1ccc(S(=O)(=O)N2CCOCC2)cc1NC(=O)CSc1nccn1C	0.3
COc1ccc(CCNC(=O)c2sc3ccccc3c2Cl)cc1OC	i
Cc1ccc(CNC(=O)COc2ccccc2-c2ccccc2)cc1	i
CC1CCCN(CCCOc2ccc([N+](=O)[O-])cc2)C1 (stereo not given)	0.3
CC1Cc2ccccc2N1C(=O)CSc1nnc(-c2ccc(S(=O)(=O)N3CCOCC3)cc2)n1C (stereo not given)	0.2
O=C(CCCc1ccccc1)NCc1ccc(F)cc1	2.3
O=C(CNC(=O)c1ccc(Oc2ccccc2)cc1)OCc1ccc(Br)cc1	i
O=S(=O)(/N=C(/Nc1ccccn1)c1ccc(Cl)cc1)c1ccc(Cl)cc1	0.0
COc1cc(CCC(=O)OCC(=O)Nc2c(C)cccc2C(C)C)cc(OC)c1OC	0.8
CC1(C)C2CCC1(CS(=O)(=O)Nc1ccc(S(=O)(=O)N3CCCC3)cc1)C(=O)C2 (stereo not given)	0.4
Cc1ccc(NS(=O)(=O)c2ccc(OCC(=O)NCc3ccncc3)cc2)cc1	0.3
COc1ccc([N+](=O)[O-])cc1NC(=O)C(C)OC(=O)c1ccccc1C(=O)c1ccc(Cl)cc1 (stereo not given)	0.0
CCCCN(C)CCC(=O)Nc1ccc(Cl)cc1	2.1
O=C(NCCc1ccccn1)c1cc(-c2ccc(Cl)cc2)nc2ccccc12	i
CN1CCN(C(=O)c2cnn3c(C(F)(F)F)cc(-c4cccs4)nc23)CC1	i

An excerpt of these results, bar-delimited.
SMILES | Dengue inhibitors
O=C(c1ccccc1[N+](=O)[O-])N1CCc2ccccc2C1 | 0.8
O=C(NC(=S)Nc1ccccn1)c1ccco1 | 1.3
Cc1cccc(NC(=O)c2ccc([N+](=O)[O-])cc2Cl)n1 | i
O=S(=O)(Nc1nccs1)c1cnc(Cl)c(Br)c1 | 0.1
Cc1ccc(S(=O)(=O)N2CCOCC2)cc1NC(=O)CSc1nccn1C | 0.3
COc1ccc(CCNC(=O)c2sc3ccccc3c2Cl)cc1OC | i
Cc1ccc(CNC(=O)COc2ccccc2-c2ccccc2)cc1 | i

Continuation:
SMILES	Dengue inhibitors
CSC1=N/C(=C\c2c(F)cccc2Cl)C(=O)S1	0.5
CCc1ccc2c(COC(=O)CNS(=O)(=O)c3ccc(NC(C)=O)cc3)cc(=O)oc2c1	0.1
CCN1C(=O)S/C(=C/c2ccc(Sc3nc4ccccc4[nH]3)o2)C1=O	7.2
Cc1nc2ccc(NC(=S)NC3CC3)cc2nc1C	i
N#Cc1ccc(/C=N/NC(=O)c2ccccc2F)cc1	i
COc1ccc(SC[C@H](CC(C)C)N2CCN(CCc3ccccc3)CCC2=O)cc1	5.5
CC(C)C(=O)NNS(=O)(=O)c1ccccc1[N+](=O)[O-]	i
CCNc1cc(S(=O)(=O)C(F)(F)F)ccc1N	0.1

Assay outcomes deposited in PubChem BioAssay by Southern Research Specialized Biocontainment Screening Center.

Only part of the results is shown, so the mix of outcomes need not match the whole.
